inhibitors of VEEV – inhibitors of VEEV TC-83 cytopathic effect, confirmation, Vero cells (AID 588727). hit rate 0.13% among 350,000. Vero cells, VEEV TC-83 cytopathic effect inhibition; higher % means a stronger effect. inhibition, % at 20 µM, or IC50 in µM where a hit was titrated; in the data active means a potency from the dose series; inconclusive means inhibition mostly from about 14% at the one dose, without a potency; inactive means the rest, 99 in 100 with inhibition below about 12%; further: strong numbers were not always called active
H37Rv inhibition – M. tuberculosis growth inhibition, HTS (AID 449762) | M. tuberculosis H37Rv growth inhibition, 7H9 media; higher % means a stronger effect | one-dose inhibition, % at 25 µM; IC50 in µM for titrated hits | hit rate 0.59% among 330,000; in the data active means a potency from the dose series; inconclusive means inhibition above about 70% without an active follow-up result;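 further: bacterial growth assessed after seven days of incubation; strong numbers were not always called active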
influenza NS1A – H1N1 influenza NS1A inhibitors, functional cell based assay (AID 504329); NS1A functional cell-based assay, percent inhibition; higher % means a stronger effect; inhibition, % at 12.5 µM; hits with a dose series show IC50 in µM; hit rate 0.3% among 340,000; in the data active means a potency from the dose series; inconclusive means inhibition above about 27% without an active follow-up result; further: strong numbers were not always called active
PhoP GFP inhibition – Inhibition of PhoP regulon, Salmonella typhi GFP reporter cells, confirmation, 4 h (AID 1850) | Salmonella Typhi PhoP-promoter GFP reporter, fluorescence, 4 h; higher % means a stronger effect | hit rate 0.33% among 310,000 | inhibition, % at 50 µM, or IC50 in µM where a hit was titrated; in the data active means a potency from the dose series; inconclusive means inhibition mostly from about 25% at the one dose, without a potency; inactive means the rest, 99 in 100 with inhibition below about 19%;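 further: 0% = induced wells with vehicle and 100% = uninduced wells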
tuberculosis growth – growth inhibition of non-replicating M. tuberculosis (AID 488890). Mycobacterium tuberculosis non-replicating, growth inhibition; higher % means a stronger effect. inhibition, % at 25 µM; hits with a dose series show IC50 in µM. hit rate 0.39% among 320,000; in the data active means a potency from the dose series; inconclusive means inhibition mostly from about 82% at the one dose, without a potency; inactive means the rest, 99 in 100 with inhibition below about 76%;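 further: plate controls were DMSO cells for no effect and high antibiotic wells for full effect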
inhibitors of VEEV 10K pilot screen – second read-out of inhibitors of VEEV, no call of its own (marks repeat the call); inhibition, %; measured here: 10K pilot screen inhibition
* marks the source's active call; other numbers are inactive results; i = inactive; u = inconclusive; x = not tested or not shown. Compounds as they come. About 1.4% of those tested had a hit in this group.

SMILES	inhibitors of VEEV	H37Rv inhibition	influenza NS1A	PhoP GFP inhibition	tuberculosis growth	others
Cc1onc(-c2ccccc2Cl)c1C(=O)NNC(=O)c1nn(C)cc1Cl	0.8%	-3.9%	2.1%	4.6%	-2.4%
Cc1cc2nnc(SCc3ccccc3)n2c(N)n1	0.1%	-1.3%	2.9%	2.8%	17.6%
CCOc1ccc(NC(=O)C2C(C(=O)O)C3(Cl)C(Cl)=C(Cl)C2(Cl)C3(Cl)Cl)cc1 (configuration not stated)	3.3%	59.8%	x	1.4%	5.1%
COc1ccc(NC(=O)N2CCN(C(=O)C(Cc3ccc(F)cc3)NC(C)=O)CC2)cc1 (configuration not stated)	i	-10.4%	10.0%	8.2%	-6.6%
CCN1C(=O)/C(=C/N(C(C)=O)c2ccccc2)N(c2ccccc2)C1=S	3.9%	21.1%	2.9%	3.6%	11.4%
O=C(NC(=S)Nc1cc([N+](=O)[O-])ccc1O)c1cccnc1	1.5%	u	-0.8%	2.0%	20.3%
O=C(NC(=S)Nc1c(Cl)ccc2nsnc12)c1ccccc1F	i	9.2%	-2.0%	-0.8%	26.6%
O=C(NC1CCN(Cc2cccc([N+](=O)[O-])c2)CC1)c1ccccc1	0.9%	0.1%	-13.3%	3.3%	-12.4%
CC(=O)N1N=C(c2cccc([N+](=O)[O-])c2)OC1c1cccc(Br)c1 (configuration not stated)	7.0%	1.9%	-7.1%	-2.9%	3.9%
COc1ccc(S(=O)(=O)N(CC(=O)NCc2ccco2)c2ccc(F)cc2)cc1	1.8%	7.4%	4.6%	13.6%	3.3%
COc1ccc(NC(=O)COC(=O)CC2CCCC2)cc1Cl	0.7%	-9.6%	-3.4%	14.7%	73.8%
C=CCNc1nc(-c2ccc3c(c2)OCCO3)cs1	3.2%	35.2%	14.0%	-1.1%	27.4%
Cc1cc(C)c(NC(=O)COC(=O)c2cccc3c2C(=O)c2ccccc2C3=O)c(C)c1	2.8%	3.6%	3.9%	-5.7%	-4.0%
COc1ccc(C(=O)CSc2nnc(CNC(=O)c3ccco3)n2C)cc1OC	1.6%	-0.1%	0.4%	14.8%	-9.8%
COc1ccc(-c2csc(Nc3ccccn3)n2)cc1OC	9.4%	17.5%	8.0%	-2.0%	13.8%
CC1=C(C(=O)Nc2ccc(F)c(F)c2)C(c2cccs2)NC(=S)N1 (configuration not stated)	2.4%	6.6%	-3.2%	2.0%	-19.5%
CCOc1ccccc1/C=N/OCC(=O)NCc1ccc(F)cc1	2.3%	-10.4%	1.0%	2.0%	32.3%
COC(=O)c1ccc(C)c(NS(=O)(=O)c2ccc3c(c2)OCCO3)c1	i	-8.4%	23.7%	14.3%	12.8%
Cn1nnc2cc(C(=O)Nc3ccccc3F)ccc21	3.1%	-3.1%	3.6%	-4.5%	-13.7%
O=[N+]([O-])c1ccc2nc(Cl)nc(-c3ccccc3)c2c1	2.6%	2.0%	-13.9%	9.1%	1.4%
COc1ccccc1NC(=S)N(Cc1ccc(C)cc1)Cc1cccnc1	i	3.0%	1.7%	22.0%	28.3%
CN(C(=O)CSc1ncnc2sccc12)C1CCS(=O)(=O)C1 (configuration not stated)	i	-17.0%	-9.9%	x	-8.1%
Cc1ccccc1N(CC(=O)Nc1ccccc1C(=O)O)S(C)(=O)=O	4.1%	11.5%	-3.0%	2.6%	9.8%
COc1ccccc1C(=O)Nc1cccc(N(C)S(C)(=O)=O)c1	2.3%	5.0%	3.2%	6.5%	5.0%
Cc1cccc(NS(=O)(=O)c2ccc(OCC(=O)N3CCCC3)cc2)c1	0.9%	5.1%	6.6%	-3.0%	-3.4%

Pulled one by one from the entries so far, 2 records:
SMILES	inhibitors of VEEV	H37Rv inhibition	influenza NS1A	PhoP GFP inhibition	tuberculosis growth	others
COc1ccc(C(=O)CSc2nnc(CNC(=O)c3ccco3)n2C)cc1OC	1.6%	-0.1%	0.4%	14.8%	-9.8%
COC(=O)c1ccc(C)c(NS(=O)(=O)c2ccc3c(c2)OCCO3)c1	i	-8.4%	23.7%	14.3%	12.8%

Returning to the listing with the 2 entries that preceded the break.
SMILES	inhibitors of VEEV	H37Rv inhibition	influenza NS1A	PhoP GFP inhibition	tuberculosis growth	others
COc1ccccc1C(=O)Nc1cccc(N(C)S(C)(=O)=O)c1	2.3%	5.0%	3.2%	6.5%	5.0%
Cc1cccc(NS(=O)(=O)c2ccc(OCC(=O)N3CCCC3)cc2)c1	0.9%	5.1%	6.6%	-3.0%	-3.4%
O=C(CSc1nc(O)cc(=O)n1-c1ccccc1)N1CCCCC1	1.2%	x	-2.6%	x	x
Cc1c(Cl)cnc(NC(=O)COC(=O)c2ccncc2)c1Cl	4.0%	-9.8%	-2.3%	x	-11.6%
CC(C)c1nc(SCc2c(F)cccc2Cl)c2c(=O)n(C)c(=O)n(C)c2n1	1.0%	-7.4%	-3.7%	0.3%	0.2%
O=Cc1cn(Cc2ccc(Br)cc2)c2ccccc12	0.1%	16.3%	-9.0%	-6.7%	35.6%
COc1ccc(CNC(=O)C(c2ccc(C)o2)N(C(=O)c2csnn2)c2ccc(C(C)C)cc2)cc1 (configuration not stated)	6.2%	-0.8%	-2.9%	4.4%	35.9%
COCCC(=O)N1CCc2c([nH]c3ccccc23)C1C(C)(C)C (configuration not stated)	0.7%	0.6%	-5.6%	-22.2%	9.5%
Cc1cc2c(c(=O)n1C)C(Cc1ccccc1)C(C#N)=C(N)O2 (configuration not stated)	6.1%	-3.2%	2.2%	-7.8%	-4.9%
CCC1CCCCN1CCCNC(=O)Cn1c(=O)c2cccn2c2ccccc21 (configuration not stated)	i	-5.7%	-16.8%	5.4%	2.1%
NS(=O)(=O)c1ccc(NS(=O)(=O)c2ccc(C3CNC(=O)C3)cc2)cc1 (configuration not stated)	0.4%	-4.6%	-10.0%	-8.8%	11.2%
COc1ccccc1NC(=O)CN1CCC(c2nc3ccccc3[nH]2)CC1	1.6%	3.2%	-0.9%	-4.5%	3.0%
COc1ccc(OCc2nnc(SCC(=O)Nc3ccccc3F)o2)cc1	1.4%	2.7%	2.8%	8.5%	69.2%
O=C(NNC(=S)NC(=O)c1ccccc1Cl)c1cccc([N+](=O)[O-])c1	52.8%	7.7%	2.9%	20.6%	62.5%
O=C1N(c2cccc(Cl)c2)C(c2ccccc2)N2CCCN12 (configuration not stated)	1.5%	-2.0%	1.3%	7.0%	-9.2%
COc1cc(CCC(=O)Nc2ccc(Br)c(C(F)(F)F)c2)cc(OC)c1OC	4.4%	-0.5%	15.2%	-2.3%	11.0%
COc1cc(C2NC(=O)CCC2[N+](=O)[O-])cc(OC)c1OC (configuration not stated)	0.1%	-5.2%	-9.0%	-3.1%	-13.7%
O=C(COc1ccccc1)Nc1nc(-c2ccc(S(=O)(=O)N3CCOCC3)cc2)cs1	0.1%	1.4%	7.0%	-6.7%	13.5%
CCOc1cccc(CNCCc2c(C)[nH]c3ccc(OC(F)(F)F)cc23)c1O	i	u	3.2%	39.7µM*	9.79µM*
CCCCn1c(N)c(N(CCC(C)C)C(=O)c2ccccc2-n2cnnn2)c(=O)[nH]c1=O	1.5%	x	-16.9%	x	x
Cc1ccc(C)c(C(=O)CN2Cc3ccccc3C2=O)c1	1.0%	11.7%	-18.1%	20.5%	70.6%
CN(CCC#N)CC(=O)Nc1ccc(NC(=O)CN(C)CCC#N)cc1	i	-0.7%	6.6%	-1.3%	2.6%
Cn1c(SCC(=O)NCc2ccco2)nnc1-c1ccc(S(=O)(=O)N2CCOCC2)cc1	0.7%	-4.9%	-15.3%	-8.4%	13.0%
CN(C(=O)CSc1nc2ccccc2o1)C1CCCCC1	7.6%	x	-3.7%	x	x
O=C(CSc1nnc(Cc2ccccc2)c(=O)[nH]1)Nc1ccccc1	1.2%	6.7%	-1.5%	-3.9%	48.5%
Cc1ccc(Cc2cnc(N3C(=N)SC(C)C3=O)s2)cc1 (configuration not stated)	0.2%	u	-3.3%	-6.7%	u
C[C@H]1[C@@H](OC(=O)CCC(=O)O)O[C@@H]2OC3(C)CC[C@H]4[C@H](C)CC[C@@H]1[C@@]24OO3	x	28.2%	x	-9.3%	8.3%
(more compounds)
SMILES	inhibitors of VEEV	H37Rv inhibition	influenza NS1A	PhoP GFP inhibition	tuberculosis growth	others
CC1(C)CC(=O)c2c(n(S(=O)(=O)c3ccccc3)c3ccc(NS(=O)(=O)c4ccccc4)cc23)C1	2.1%	-5.1%	35.7%	-6.3%	-22.2%	inhibitors of VEEV 10K pilot screen=3.3
Cc1cc(C)c([N+](=O)[O-])cc1NC(=O)CCSc1ccccc1Cl	i	10.5%	8.3%	-6.5%	2.2%
O=C(CNS(=O)(=O)c1ccc(Cl)c(C(F)(F)F)c1)NC1CCCCC1	5.7%	-13.3%	-1.5%	x	x
COc1ccc(-c2ccc3c(c2)S(=O)(=O)c2cccc(C(=O)NCc4cccc(OC(F)(F)F)c4)c2C3=O)cc1OC	0.6%	4.3%	9.1%	x	11.1%
COc1ccc(OC)c(S(=O)(=O)NCC(c2ccc3c(c2)OCO3)N2CCOCC2)c1 (configuration not stated)	2.0%	-2.1%	-2.5%	-5.4%	-5.1%
O=C(CSc1nnc2c(n1)[nH]c1ccc(F)cc12)Nc1ccccc1F	i	2.5%	-4.3%	-2.9%	-22.3%
O=C1NCC(COc2cccc3ccccc23)O1 (configuration not stated)	0.9%	0.7%	9.1%	-3.1%	-7.7%
CC1CCCCN1C(=O)c1cc(F)c(F)cc1Cl (configuration not stated)	5.1%	-3.9%	4.7%	3.5%	0.7%
Cc1ccc(OC(C)C(=O)Nc2ccc(Cl)cn2)c([N+](=O)[O-])n1 (configuration not stated)	3.8%	-2.2%	-9.3%	x	11.7%
CCCc1cc(=O)[nH]c(SCC(=O)N(C)Cc2ccccc2)n1	i	-1.4%	5.1%	-6.6%	15.2%
O=C(Nc1ccccc1)C1=C[C@@H](c2coc3ccccc3c2=O)C[C@@H](OCCCCO)O1	2.7%	4.6%	-5.0%	-1.8%	-4.7%
Cc1ccc(Cl)cc1N1CCN(S(=O)(=O)c2ccc3[nH]c(=O)ccc3c2)CC1	10.2%	-2.1%	1.3%	4.2%	7.2%	inhibitors of VEEV 10K pilot screen=0.0
CC1Cc2ccccc2N1S(=O)(=O)c1cccc(C(=O)NCC(c2ccco2)N2CCCC2)c1 (configuration not stated)	2.0%	x	-6.8%	x	x
O=S(=O)(c1ccc(N2CCOCC2)nc1)N1CCOCC1	0.7%	-7.5%	-6.2%	-10.6%	3.4%
CCCn1c(SCC(=O)NC2CCC(C)CC2)n[nH]c1=O (configuration not stated)	0.5%	4.7%	-5.7%	x	23.0%
CCn1c(C)nnc1SCC(=O)Nc1ccccc1Cl	1.6%	1.6%	-1.2%	-7.5%	-9.6%

Three successive entries out of the list so far, for reference:
SMILES	inhibitors of VEEV	H37Rv inhibition	influenza NS1A	PhoP GFP inhibition	tuberculosis growth	others
CC1(C)CC(=O)c2c(n(S(=O)(=O)c3ccccc3)c3ccc(NS(=O)(=O)c4ccccc4)cc23)C1	2.1%	-5.1%	35.7%	-6.3%	-22.2%	inhibitors of VEEV 10K pilot screen=3.3
Cc1cc(C)c([N+](=O)[O-])cc1NC(=O)CCSc1ccccc1Cl	i	10.5%	8.3%	-6.5%	2.2%
O=C(CNS(=O)(=O)c1ccc(Cl)c(C(F)(F)F)c1)NC1CCCCC1	5.7%	-13.3%	-1.5%	x	x

Structures listed so far with bromine (three):
SMILES	inhibitors of VEEV	H37Rv inhibition	influenza NS1A	PhoP GFP inhibition	tuberculosis growth	others
CC(=O)N1N=C(c2cccc([N+](=O)[O-])c2)OC1c1cccc(Br)c1 (configuration not stated)	7.0%	1.9%	-7.1%	-2.9%	3.9%
O=Cc1cn(Cc2ccc(Br)cc2)c2ccccc12	0.1%	16.3%	-9.0%	-6.7%	35.6%
COc1cc(CCC(=O)Nc2ccc(Br)c(C(F)(F)F)c2)cc(OC)c1OC	4.4%	-0.5%	15.2%	-2.3%	11.0%

Compound activity from PubChem BioAssay.
